OX1R antag: antagonists of human orexin 1 receptor. O43613. CHO/OX1R cells, Fluo-8 calcium fluorescence, orexin A. inhibition, % at 5 µM. 330,000 tested, 0.43% active. AID 434989;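 active = inhibition above its plate's threshold, mean inhibition of all tested compounds on the plate plus 3 SD, cut at about 37% in these data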;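 note: 0% = orexin A challenge wells and 100% = SB-334867-A antagonist wells; not every result past the cut was called active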
Target sequence (O43613 whole entry, looked up): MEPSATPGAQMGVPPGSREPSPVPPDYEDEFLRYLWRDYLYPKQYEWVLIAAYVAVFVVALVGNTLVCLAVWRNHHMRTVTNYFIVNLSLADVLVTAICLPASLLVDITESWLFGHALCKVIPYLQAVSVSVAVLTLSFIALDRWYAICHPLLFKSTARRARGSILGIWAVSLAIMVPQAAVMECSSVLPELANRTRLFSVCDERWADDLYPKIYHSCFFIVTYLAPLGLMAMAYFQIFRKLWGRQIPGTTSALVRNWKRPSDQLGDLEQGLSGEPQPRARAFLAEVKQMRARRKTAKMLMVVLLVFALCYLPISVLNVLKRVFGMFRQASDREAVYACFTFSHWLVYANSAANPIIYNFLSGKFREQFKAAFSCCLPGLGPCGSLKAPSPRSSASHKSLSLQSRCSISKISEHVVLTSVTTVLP
CHT allo act: allosteric activators of human choline transporter CHT; Q9GZV3; CHT-expressing cells, membrane potential dye, choline EC20; active compounds read high; LV-AA mutant CHT in HEK293 cells; B-score at 10 µM; 310,000 tested, 0.49% active; AID 488977;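 active = initial fluorescence not abnormally high and integrated response B-score, plate-corrected, over 3 SD above library mean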
Target sequence (Q9GZV3 whole entry, looked up): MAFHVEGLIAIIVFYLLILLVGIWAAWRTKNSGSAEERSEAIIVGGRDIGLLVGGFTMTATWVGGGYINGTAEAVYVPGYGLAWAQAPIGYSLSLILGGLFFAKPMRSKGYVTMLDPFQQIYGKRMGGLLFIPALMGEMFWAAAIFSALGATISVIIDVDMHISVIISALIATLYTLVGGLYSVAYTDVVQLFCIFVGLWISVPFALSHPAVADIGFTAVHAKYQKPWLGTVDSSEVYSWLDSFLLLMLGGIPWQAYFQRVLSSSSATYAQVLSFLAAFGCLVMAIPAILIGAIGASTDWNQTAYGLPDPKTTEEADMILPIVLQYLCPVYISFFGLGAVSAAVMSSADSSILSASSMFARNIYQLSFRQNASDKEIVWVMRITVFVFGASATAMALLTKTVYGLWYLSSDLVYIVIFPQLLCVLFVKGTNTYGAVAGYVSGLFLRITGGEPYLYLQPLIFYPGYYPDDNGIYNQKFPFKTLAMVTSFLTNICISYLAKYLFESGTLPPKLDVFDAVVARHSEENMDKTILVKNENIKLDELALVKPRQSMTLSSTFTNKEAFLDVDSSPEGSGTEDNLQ
* hit, by the source's call; i = inactive; . = not tested or not shown.

SMILES	OX1R antag	CHT allo act
Cc1cc(NC(=O)CCCC(=O)OCC(F)(F)C(F)F)cc(C)c1C(=O)O	8	i
COCc1nnc(NC(=O)CCSc2ccccc2)s1	-23	i
NC(=S)N/N=C1\CCOc2ccc(F)cc21	-4	i
CCOC(=O)c1cc(S(=O)(=O)N2CCN(C3CCCCC3)CC2)cn1C	-8	i
CC(=O)Nc1cccc(Oc2cc(C#N)c(C#N)cc2N2CCCCCC2)c1	-16	i
Cc1cnc(C(=O)NCCc2ccc(Cl)cc2)cn1	.	i
C=CCn1c(CCNC(=O)c2cccs2)n[nH]c1=S	0	i
Cc1ccc(NC(=O)[C@H](Cc2c[nH]c3ccccc23)NC(=O)[C@@H]2Cc3ccccc3CN2)c(C)c1	-10	i
C=CCn1c(O)c(C=Nc2ccc(Cc3ccncc3)cc2)c(=O)[nH]c1=S	-9	i
COc1ccc(CCNC(=O)Cc2ccc(OC)c(OC)c2)cc1OC	2	i
CCCCCOc1ccc(C(=O)N(Cc2ccco2)C2CCS(=O)(=O)C2)cc1 (stereo not given)	-16	i
CC(NC(=O)Cc1ccccc1)C(c1ccccc1)N1CCOCC1 (stereo not given)	-5	i
COc1cc(CNCc2ccccn2)ccc1OCc1ccccc1Cl	-3	i
COC(=O)c1c(NC(=O)CN2CCN(c3ccccc3OC)CC2)c2cc(C)ccc2n1C	-14	i
Cc1ccc(NC(=O)CSc2nccn2Cc2ccco2)c(C)c1	0	i
O=C(N/N=C/c1ccc(O)cc1O)C1CC1	0	i
Cc1nc(NCC2CCCO2)c2oc3ccccc3c2n1 (stereo not given)	-11	i
COc1ccc(C2=Nn3c(nnc3-c3ccncc3)SC2)cc1OC	-8	i
CN(CC(=O)Nc1ccc(F)cc1)C(=O)CSc1nnc(Cc2ccccc2)o1	-28	.
CC(C)Oc1ccc(C(=O)NCc2cccs2)cc1	-14	i
COc1ccc(-n2c(C)cc(C(=O)COC(=O)Cc3n[nH]c(=O)c4ccccc34)c2C)cc1	-9	i
CN1CCCN(Cc2cccc3ccccc23)CC1	-20	i
CC1=NN(c2ccc(C)cc2)C(=O)/C1=C\c1ccc(Br)s1	-2	i
CCN(CC(=O)Nc1ccc(NC(C)=O)cc1)C(=O)/C=C/c1cn(-c2ccccc2)nc1-c1ccc(C)cc1	-12	i
Cc1[nH]c(C)c(S(=O)(=O)NCc2ccc(F)cc2)c1C(=O)N1CCCCC1	-9	i
CC(C)NC(=O)C(=O)Nc1ccc2c(c1)N(S(=O)(=O)c1cccs1)CCC2	-22	i
Cc1nnc(NC(=O)Cc2ccc(OCc3c(C)noc3C)cc2)s1	-11	i
Cc1cc(OCC(=O)Nc2cc(C(C)(C)C)on2)ccc1[N+](=O)[O-]	-25	i
CCN1C(c2ccccc2)C(C)C(=O)C(C)C1c1ccccc1 (stereo not given)	-17	8.6*
Cn1c(SCC(=O)NCCc2ccccc2)nnc1-c1ccco1	-22	i
CCN1C(=O)CC(C(=O)Nc2ccc(F)cc2)SC1=Nc1cccc(OC)c1 (stereo not given)	-19	i
CC1CCc2nn(CC(=O)N3CCc4ccccc43)cc2C1 (stereo not given)	-16	i
O=C(CN1C(=O)c2ccccc2S1(=O)=O)N1CCN(c2ccccc2)CC1	-8	i
COc1ccc(/C=C(\NC(=O)c2ccccc2)C(=O)OCC2CCCN3CCCCC23)cc1OC (stereo not given)	-29	i
O=C(NC1CCCCC1)c1noc2c1CCCCC2	-22	i
N#CC[C@H](c1ccccc1)N1CCN(Cc2ccccc2)CCC1=O	-26	i
O=C(NCC(=O)N(CCN1CCOCC1)C(C(=O)NC1CCCC1)c1cccnc1)c1cccs1 (stereo not given)	-11	i
Cc1onc(-c2c(F)cccc2Cl)c1C(=O)NCCc1ccncc1	-13	i
COc1ccc(-c2cnn(-c3ccccc3)c2N)cc1OC	-31	i
Cc1cc(NCCCO)n2c(nc3ccccc32)c1C#N	-16	i

Single records, as listed above. Order of values: OX1R antag, CHT allo act
Cc1nnc(NC(=O)Cc2ccc(OCc3c(C)noc3C)cc2)s1 is listed with -11, i
Cc1cc(NC(=O)CCCC(=O)OCC(F)(F)C(F)F)cc(C)c1C(=O)O is listed with 8, i
CC(C)NC(=O)C(=O)Nc1ccc2c(c1)N(S(=O)(=O)c1cccs1)CCC2 is listed with -22, i

Five structures out of the list, ordered by number of heavy atoms, low to high.
SMILES	OX1R antag	CHT allo act
CN1CCCN(Cc2cccc3ccccc23)CC1	-20	i
Cn1c(SCC(=O)NCCc2ccccc2)nnc1-c1ccco1	-22	i
CC(C)NC(=O)C(=O)Nc1ccc2c(c1)N(S(=O)(=O)c1cccs1)CCC2	-22	i
COc1ccc(/C=C(\NC(=O)c2ccccc2)C(=O)OCC2CCCN3CCCCC23)cc1OC (stereo not given)	-29	i
CCN(CC(=O)Nc1ccc(NC(C)=O)cc1)C(=O)/C=C/c1cn(-c2ccccc2)nc1-c1ccc(C)cc1	-12	i

Other results
SMILES	OX1R antag	CHT allo act
CCCCC12CN3CCN(CC(C3)/C1=N\NC(=O)Nc1ccccc1)C2	-7	i
Cc1c(NC(=O)c2ccccc2N(C)S(=O)(=O)c2ccccc2)c(=O)n(-c2ccccc2)n1C	-12	i
CCCC1(C(=O)OC)NC(c2cc(OC)c(OC)c(OC)c2)C2C(=O)N(CC)C(=O)C21 (stereo not given)	-15	i
C=CCn1c(Sc2ccccc2)nc2c1c(=O)[nH]c(=O)n2C	-14	i
CC(=O)c1ccc2c(c1)OCCOCCOc1ccccc1OCCOCCO2	-22	i
CC(=O)N1CCc2ccccc2C1CC(=O)O (stereo not given)	10	i
COc1ccc(C(NC(=O)c2ccc(=O)[nH]c2)C(=O)Nc2ccc(C(C)C)cc2)cc1 (stereo not given)	-25	i
O=C1NC(=O)c2cc(NC(=O)C3CCCO3)ccc21 (stereo not given)	-9	i
Cc1cc(SCC(=O)N/N=C/c2ccco2)nc2ccccc12	-18	i
COC(=O)c1sc(NC(=S)NNC(=O)c2c(Br)c(C)nn2C)c(C(=O)OC)c1C	-21	i
CCC(=O)Nc1cccc(NC(=S)NC(=O)c2cccc(C)c2)c1	-26	i
O=C(CN1C(=O)NC(Cc2ccccc2)C1=O)Nc1ccccc1F (stereo not given)	-2	.
CNCc1ccccc1Sc1cccc2ccccc12	-15	i
O=C(c1cccs1)N(C(=O)c1cccs1)c1ccccn1	-18	i
CCOc1ccc(N2C(=O)/C(=C/c3cc(OC)c(OC)c(OC)c3)N(CC(=O)OC)C2=S)cc1	-9	i
COc1ccc(-c2ccc(CNCCCN3CCOCC3)o2)cc1Cl	-27	i
NC(=O)c1ccsc1NC(=O)COC(=O)Cc1n[nH]c(=O)c2ccccc12	-19	i
O=C(CN(Cc1ccc(F)cc1)C(=O)CNS(=O)(=O)c1ccccc1)NCc1ccco1	-1	i
O=C(NC1CC1)c1nc(Cn2cc([N+](=O)[O-])cn2)no1	-4	i
O=C(CN1C(=O)/C(=C/c2ccccc2Cl)SC1=S)NC1C=CS(=O)(=O)C1 (stereo not given)	-20	i

4 entries from above, ordered by the value under OX1R antag, low to high:
mol	OX1R antag
CCC(=O)Nc1cccc(NC(=S)NC(=O)c2cccc(C)c2)c1	-26
Cc1cc(SCC(=O)N/N=C/c2ccco2)nc2ccccc12	-18
CCOc1ccc(N2C(=O)/C(=C/c3cc(OC)c(OC)c(OC)c3)N(CC(=O)OC)C2=S)cc1	-9
O=C(CN1C(=O)NC(Cc2ccccc2)C1=O)Nc1ccccc1F (stereo not given)	-2

Next section.
SMILES	OX1R antag	CHT allo act
Cc1cc(C)c2c(=O)c3c(oc2c1)C(=O)N(CCO)C3c1cccc(O)c1 (stereo not given)	-16	i
O=C(NCCCNc1ccnc2cc(Cl)ccc12)c1ccccc1F	-42	i
O=C(COc1ccc(F)cc1)NCC1(N2CCOCC2)CCCCC1	-13	.
O=C(CN(CC1CCCO1)C(=O)CNS(=O)(=O)c1ccc(F)cc1)NC1CCCCC1 (stereo not given)	-16	i
N#CC(C(=O)NC1CCCCC1)=C1CCCCCC1	-29	i
CC(NC(=O)Cn1cnc2c1c(=O)n(C)c(=O)n2C)c1ccccc1 (stereo not given)	-12	i
O=C(CN(C(=O)CNC(=O)c1ccco1)c1ccc(Cl)c(Cl)c1)NC1CCCCC1	-21	6.9*
C=CCNC(=O)CC(=O)N/N=C/c1ccc(C(=O)OC)cc1	-7	i
CCOC(=O)/C(C#N)=C/C1=C(N2CCCC2)CC(C)(CC)OC1 (stereo not given)	-27	i
NC(=O)c1ccsc1NC(=O)COC(=O)COc1ccc(C=O)cc1	12	.
O=C(c1ccc2ccccc2n1)N(CCO)Cc1ccccc1	-2	i
Cn1c(NC(=O)C[n+]2cc(-c3ccc(Cl)c(Cl)c3)n3c2CCC3)cc(=O)n(C)c1=O	7	i
O=C(O)Cn1nnn(-c2ccccc2)c1=S	14	i
COCc1ccc(C(=O)N2CCCCC2C(=O)Nc2ccc(-n3nc(C)cc3C)cc2)o1 (stereo not given)	-22	i
Cc1cccc(N(CC(=O)NC(C)C)C(=O)CCC(=O)Nc2nccs2)c1	-13	i
COCCn1nnnc1C(c1ccc(OC)c(OC)c1)N1CCc2ccccc21 (stereo not given)	-11	i
COc1ccc(Cl)cc1N1C(=N)SCC1=O	2	i
CCC(CC)NC(=O)c1cccc(Oc2ccccc2)c1	-4	i
Cc1ccc(C)c(N2CCN(C(=O)CCCn3c(=O)c4cccn4c4cccnc43)CC2)c1	-30	i
CC1CN(S(=O)(=O)c2cccc(C(=O)OC/C(O)=C(\C#N)c3nc4ccccc4[nH]3)c2)CC(C)O1 (stereo not given)	-12	i

Next section, starting with the last two of the part before.
SMILES	OX1R antag	CHT allo act
Cc1ccc(C)c(N2CCN(C(=O)CCCn3c(=O)c4cccn4c4cccnc43)CC2)c1	-30	i
CC1CN(S(=O)(=O)c2cccc(C(=O)OC/C(O)=C(\C#N)c3nc4ccccc4[nH]3)c2)CC(C)O1 (stereo not given)	-12	i
COc1ccc(-c2noc(-c3cccs3)n2)cc1OC	-27	i
O=C(Nc1sccc1C(=O)NCc1ccco1)c1cccnc1	-3	i
O=C(O)c1cnc(-c2ccccc2)nc1Sc1ccccc1Cl	-22	i
Cc1cccc(Nc2ccc(S(=O)(=O)N3CCOCC3)cc2[N+](=O)[O-])c1	-2	.
CN(C)S(=O)(=O)c1ccc(C(=O)OCc2ccc([N+](=O)[O-])cc2)cc1	-9	i
O=C(NCc1ccccc1F)C1CCCN(S(=O)(=O)c2ccc(-n3cnnn3)cc2)C1 (stereo not given)	-3	i
O=c1cc(CSc2nnnn2-c2ccccc2)[nH]c2[nH]n(-c3ccccc3)c(=O)c12	-5	i
CCN(CC(=O)N1CCN(Cc2ccccc2)CC1)S(=O)(=O)c1ccccc1	-16	i
Cc1ccc(S(=O)(=O)Nc2cc(C(F)(F)F)ccc2N2CCOCC2)c(C)c1	-31	i
Cn1c(N)c(C(=O)COC(=O)c2ccco2)c(=O)n(C)c1=O	-9	i
Cc1cc(=O)n2nc(-c3ccccc3)sc2c1C#N	-12	6.4*
COc1cccc(NC(=O)Cc2nnc(SCC(=O)NC(C)c3ccccc3)n2C)c1 (stereo not given)	-6	i
O=C(NCCc1ccccc1)C1CCCN1C(=O)Nc1ccccc1 (stereo not given)	-28	i
O=C(O)C1CCCN(S(=O)(=O)c2ccc(-c3ccc(=O)[nH]n3)s2)C1 (stereo not given)	-11	i
COc1ccc(NC(=O)CCn2cccc2)c(OC)c1	-20	i
COc1cc(OC)cc(C(=O)Nc2cccc(NC(=O)c3cc(OC)cc(OC)c3)n2)c1	-6	i
O=C1NCCN1Cc1ccc(F)cc1	-9	i
Cn1c(SCC(=O)NCC2CCCO2)ncc(C(=O)Nc2ccc(Cl)cc2)c1=O (stereo not given)	-14	i
CCc1sc(C(=O)NC)cc1Br	-18	i
CC(CN1CCCC1)OC(=O)c1ccc(Cl)cc1 (stereo not given)	-13	i
CC(Cc1c[nH]c2ccccc12)C(=O)N1CCN(c2ccccc2F)CC1 (stereo not given)	-24	i
C[C@H](NC(=O)[C@H]1N2C(=O)c3ccccc3C2SC1(C)C)C(=O)N1CCC[C@H]1CO (stereo not given in full)	-39	i
CS(=O)(=O)c1ccc(-c2nnc(NC(=O)c3ccc(S(=O)(=O)N4CCCC4)cc3)o2)cc1	-7	i
Cc1cccc(-c2nc(N)nc(N)n2)c1	-9	i
COC(=O)c1oc2c(c1C)C1(CCC2)SCCS1	-15	i
CC1(C)Cc2c(c(N3CCOCC3)nc3sc(C(=O)Nc4ccc(Cl)cc4)c(N)c23)CO1	-18	i
CCOC(=O)N1CCN(C(=O)c2cnn3ccccc23)CC1	-13	i
Cc1cc(S(=O)(=O)NCc2ccccc2)ccc1OCC(=O)NCC1CCCO1 (stereo not given)	-20	i
Cc1cc(C)n(CC(=O)NNC(=O)C2CC(=O)N(Cc3ccccc3Cl)C2)n1 (stereo not given)	-4	i
Cc1ccc(C(=O)C[n+]2cc(-c3ccc(C)cc3)n3c2CCCCC3)cc1	17	i
COCC(C)N1CCC(Oc2ccc(C(=O)N3CCCC3)cc2)CC1 (stereo not given)	-2	i
CCCCN(C)CCNC(=O)C(NC(=O)C1CCC(C)CC1)C(C)C (stereo not given)	-16	i
CCOC(=O)c1c(NC(=S)Nc2ccccc2)sc2c1CCN(CCc1ccccc1)C2	-21	i
Cc1cc(C(=O)NNC(=O)c2ccc(F)cc2)c(C)s1	6	.
CS(=O)(=O)N1CCN=C1SCc1ccc(F)cc1	12	i
O=C(O)CCC(=O)Nc1nc2ccccc2s1	-6	i
O=C(N/N=C(\Cc1ncc[nH]1)c1ccccc1)c1cccnc1	-10	i
COc1ccc(S(=O)(=O)/N=C2/NC(=O)/C(=C\c3cc(OC)c(OC)cc3[N+](=O)[O-])S2)cc1	-3	i
Cc1ccccc1OCC(=O)NNC(=O)CSc1nc(N)cc(N)n1	-28	i
COc1ccc(CCN2C(=O)c3ccccc3NC2c2cc(Cl)c(O)c(OC)c2)cc1 (stereo not given)	-5	8.3*
Cc1cccnc1NC(=O)/C=C/c1ccc2c(c1)OCO2	7	i
CC12CCC(C(=O)N3CCCCC3)(CC1=O)C2(C)C (stereo not given)	-1	i
Cc1cc(C(F)F)nn1CC(=O)NC1CCCC1	6	i

Compound activity: PubChem, several laboratories
